Screens (PubChem)
FEN1 inhibitor: qHTS Assay for the Inhibitors of Human Flap endonuclease 1 (FEN1); P39748; Recombinant FEN1 flap cleavage, fluorescence, 15 min; Potency, µM (titrated, usually from 114 µM), for inactives: at the top dose activity change, negative = inhibition, usual class: inhibitors; actives 0.35% (n = 390,000); AID 588795, 2011; note: nearly all actives have a fitted effect of over 65% in size
Target sequence (P39748 whole entry, looked up): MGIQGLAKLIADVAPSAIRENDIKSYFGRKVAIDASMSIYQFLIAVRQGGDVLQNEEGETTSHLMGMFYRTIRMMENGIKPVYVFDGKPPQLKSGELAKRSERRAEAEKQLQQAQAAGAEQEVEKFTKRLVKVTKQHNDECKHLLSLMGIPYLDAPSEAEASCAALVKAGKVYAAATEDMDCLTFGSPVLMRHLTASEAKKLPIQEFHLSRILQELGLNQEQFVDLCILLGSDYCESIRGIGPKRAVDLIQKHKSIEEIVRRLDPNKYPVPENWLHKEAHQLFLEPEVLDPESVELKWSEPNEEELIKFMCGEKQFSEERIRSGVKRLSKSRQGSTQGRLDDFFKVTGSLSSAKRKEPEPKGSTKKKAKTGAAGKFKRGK
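Compounds are tested as a concentration series against 10 nM FEN1; after a 15 min room-temperature preincubation, 50 nM substrate starts cleavage, with plate reads at 0 and 15 min. Normalized responses are fitted by a Hill equation.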
N370S GC: qHTS Assay for Inhibitors and Activators of N370S glucocerebrosidase as a Potential Chaperone Treatment of Gaucher Disease; actives 0.092% (n = 330,000); Potency, µM (doses to about 59.4 µM), without a hit: at the highest dose activity change, negative = inhibition, usual class: inhibitors; N370S GC spleen homogenate, 4MU-glucoside fluorescence;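 note: 0% = full enzyme activity and -100% = no enzyme basal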
GCN5L2 inh: qHTS Assay for Inhibitors of GCN5L2. Histone acetyltransferase KAT2A (Homo sapiens), Q92830. GCN5L2 HAT assay, ThioGlo1 CoA-SH fluorescence. Potency, µM (titrated, usually from 58.9 µM), inactives show at the top dose activity change, negative = inhibition, hits mostly inhibitors. actives 0.21% (n = 390,000)
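Preincubate 20nM GCN5L2 with compound 15 min, RT → add 50uM ThioGlo1 + 75uM H3(1-25) + 70uM acetyl-CoA → read fluorescence 0 and 20 min. Primary qHTS; fluorescent artifacts likely.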
* marks the source's active call; other numbers are inactive results; ? = inconclusive; / = no result given; & = joins results of further samples; [ ] = dose if it differs, or a comment. Calls come from the whole dose curve; as a rule, active = well fitted curve in the direction sought with a large enough effect; inconclusive = small, poorly fitted or top-dose-only effect, or another doubt; inactive = no such curve, though single readings can be large; an effect the other way counts as inactive or inconclusive. Unless noted, % is set by controls: 0 for no effect and ±100 for the full control effect; potency is the fitted concentration of half-maximal effect.

Each structure is followed by: FEN1 inhibitor	N370S GC	GCN5L2 inh
- Cn1c(=O)c2c(SCC(=O)Nc3ccc(F)cc3F)nc(C3CCCC3)nc2n(C)c1=O
 : 1%	/	?
- O=C(COc1ccc(C(=O)c2ccccc2)cc1)NC1CCCCC1
 : 0%	3%	-2%
- COc1cccc(N=CC2=C(O)CC(C)(C)CC2=O)c1
 : 1%	0%	-6%
- CCn1c(NC(=O)c2ccc(F)cc2)c2ccccc2nc1=O
 : 1%	4%	-4%
- Cc1[nH]nc(SCC(=O)N(C)c2ccccc2)c1[N+](=O)[O-]
 : 2%	-11%	-4%
- CCOc1ccc(N(C)C(=O)c2oc(=O)c3ccccc3c2-c2ccccc2)cc1
 : -17%	/	-12%
- COc1ccc(NC(=O)c2ccc(NC(=O)CCS(=O)(=O)c3cccs3)cc2)cc1
 : -11%&-6%	-7%	-7%&-2%
- CC(=O)c1ccc(NS(=O)(=O)c2cc3c(cc2C)N(C)CCO3)cc1
 : 1%	-2%	-4%
- Cc1cccc(N2CN(Cc3ccco3)CNC2=S)c1
 : 4%	14%	27%
- COc1ccc(C(=O)NCCn2cc(SCC(N)=O)c3ccccc32)cc1
 : -13%	-3%	-19%
- COc1ccc(C)cc1NC(=O)c1cc(S(=O)(=O)N2CCOCC2)cn1C
 : -1%&-10%	-10%	2%&0%
- COc1cccc(C2NC(=S)NC(C)=C2C(=O)c2ccccc2)c1OC (stereo not given)
 : -4%	10%	-14%
- COc1cccc(NC(=O)C(C)Oc2ccccc2)c1 (stereo not given)
 : -2%	6%	1%
- CCc1cccc(C)c1NC(=O)CN(C)S(=O)(=O)c1cccc2nsnc12
 : 19%	/	-2%
- NNC(=O)c1cc(-c2ccc(N)cc2)nc2ccc(Br)cc12
 : ?	-8%	-9%
- Cc1c(C(=O)N(C)Cc2ccccc2)oc2ccc(S(=O)(=O)N3CCCC3)cc12
 : -4%	4%	-18%
- O=C(COC(=O)Cc1cccs1)Nc1ccccc1Cl
 : 2%	-4%	-4%
- Cc1cc[n+](-c2[nH]c(=O)sc2/C=N/N=C(\[O-])c2ccccc2)cc1
 : -32%	-5%	-6%
- Cc1ccc2c(C(=O)CN3CCC4(CC3)OCCO4)c(C)[nH]c2c1
 : -3%	-1%	-4%
- COC(=O)c1nn(-c2ccccc2)c(-c2ccccc2)c1C(=O)c1ccccc1
 : -21%	6%	-7%
- OCc1cn(-c2ccccc2)nc1-c1cc2ccccc2o1
 : 9%	15%	-1%
- COC(=O)c1[nH]c2c(c1C)C(=O)CC(c1cc(OC)c(OC)c(OC)c1)C2 (stereo not given)
 : -13%	3%	0%
- COc1ccc(Nc2ccncc2[N+](=O)[O-])cc1
 : 3%	10%	-3%
- O=C(CCn1c(=O)c2sccc2n(Cc2cccc(F)c2)c1=O)NCc1ccc2c(c1)OCO2
 : 2%	/	-9%
- Cc1ccc(CN2C3=NCCCN3c3ccccc32)cc1
 : 5%	2%	-1%
- O=C(CSc1nc2ccccc2nc1Cc1ccc(Cl)cc1)Nc1ccc2c(c1)OCO2
 : -14%	/	-5%
- O=C(O)c1ccc(COc2c(F)c(F)c(F)c(F)c2F)o1
 : -4%	3%	-9%
- Cc1ccc(NS(=O)(=O)c2ccc3c(c2)NC(=O)CO3)cc1
 : -6%	1%	-23%
- Cc1ccc2nc(C)c3c(c2c1)N(c1ccc(F)cc1)CC3
 : -12%	-8%	-1%
- CCc1noc(C)c1C(=O)N1CCN(S(=O)(=O)c2ccc(Cl)s2)CC1
 : 2%	4%	2%
- O=C(NCc1ccc(Cl)cc1)c1cc2cccc3c2n1CCS3
 : -20%	/	-10%
- COc1ccc(OC)c(Cc2nnc(CCC(=O)NCc3nc4ccccc4s3)o2)c1
 : 5%	11%	-10%
- O=C(NCCN1C(=O)S/C(=C\c2cccnc2)C1=O)c1ccc(S(=O)(=O)N2CCCC2)cc1
 : 0%	-9%	2%
- CCOc1ccc(NC(=O)Nc2nc(SCC)ns2)cc1
 : -5%	-4%	-1%
- COc1cccc(NS(=O)(=O)c2cc(C)ccc2OC)c1
 : -2%	4%	2%
- COCCNC(=O)COc1ccc(C)cc1C(=O)c1cc(C#N)c(=O)n(C2CC2)c1
 : 7%	1%	-2%
- CC(C)(C)c1ccc(OCC(=O)NN2Cc3ccccc3C2=N)cc1
 : 2%	0%	-16%
- CCC1Cc2c(nc(N)c3c(N)nc(N4CCOCC4)c(C#N)c23)O1 (stereo not given)
 : -5%	-3%	-8%
- CC(=O)Oc1cc2oc(=O)cc(C)c2cc1Cl
 : 10%	?	-7%
- CN(C(=O)COC(=O)c1cc(S(=O)(=O)N2CCOCC2)ccc1F)C1CCS(=O)(=O)C1 (stereo not given)
 : 3%	0%	-1%
- CCOc1cc(C2C(C#N)=C(N)Oc3n[nH]c(-c4ccncc4)c32)cc([N+](=O)[O-])c1O (stereo not given)
 : -18%	-6%	-17%
- CN(C)CCN1C(=O)C(O)=C(C(=O)c2cc3ccccc3o2)C1c1cccc(Br)c1 (stereo not given)
 : -2%	-5%	-3%
- CCCC(=O)N(CCN1CCOCC1)c1nc2c(OC)ccc(OC)c2s1
 : -4%	-5%	-2%
- CC[C@@H](C)[C@H](NC(=O)OC(C)(C)C)c1nnc(S(=O)(=O)Cc2cc(C)ccc2C)o1
 : -3%	-5%	-7%
- CCCNC(=O)c1ccc(SC)cc1OC
 : -9%	11%	-2%
- COc1ccc[nH]c1=O
 : 18%	0%	-4%
- O=C(COc1ccccc1)OCc1cc(-c2ccco2)on1
 : -1%	/	0%
- CC(C)c1ccc(S(=O)(=O)N2CCN(CCC(=O)Nc3ccc(N(C)C)cc3)CC2)cc1
 : -1%	-12%	-2%
- CCNC(=O)CCSc1nnc(-c2ccc(O)cc2)o1
 : -2%	/	-4%
- CCc1ccc(NC(=O)CNCc2ccc(OC)c(OC)c2)cc1
 : -3%	-12%	28%
- O=C(O)CCCCn1c(SCc2ccccc2Cl)nc2ccsc2c1=O
 : 8%	-1%	-15%
- Cc1ccc(NCc2nnc(SCC(=O)c3ccc4c(c3)OCCO4)o2)c(C)c1
 : -10%	24%	-7%
- Cc1ccc(-c2noc(C3CCCN(C(=O)c4cccc(Cl)c4)C3)n2)o1 (stereo not given)
 : 2%	-4%	-8%
- COc1cc(/C=N/N2CCN(c3ccccc3OC)CC2)ccc1OC(C)=O
 : 5%	-1%	-5%
- Cc1ccccc1-c1ccc2ncnc(NC3CC3)c2c1
 : /	-7%	-11%
- O=C(CCS(=O)(=O)c1ccccc1)Nc1nc2cc3c(cc2s1)OCO3
 : 0%	7%	-6%
- COc1cc2c(cc1OC)CN(C(=O)C(C)(C)C)CC2
 : 7%	3%	0%
- C=CCN(c1ccccc1OC)S(=O)(=O)c1cccc(C(=O)OCC(=O)c2c[nH]c3ccccc23)c1
 : 12%	7%	-11%
- Cc1nn(C)c(C(=O)Sc2ccccc2)c1[N+](=O)[O-]
 : -13%	3%	-2%
- N#Cc1ccc(CN2CCN(C(=O)c3cc(C4CC4)nn3-c3ccccc3)CC2)cc1
 : -2%	/	-3%

Following part.
Each structure is followed by: FEN1 inhibitor	N370S GC	GCN5L2 inh
- COc1cc(NC(=O)CN2CCN(c3ccccc3O)CC2)c(C)cc1[N+](=O)[O-]
 : 9%	12%	1%
- O=C(Nc1ccc(S(=O)(=O)N2CCCC2)cc1)C1CC(=O)N(c2ccccc2)C1 (stereo not given)
 : 7%	-8%	-2%
- Cc1c(/C=N/NC(=O)c2sc3ccccc3c2Cl)cnn1C
 : -2%	8%	-10%
- COC(=O)C(C)(N)Cc1ccc(O)cc1 (stereo not given)
 : -1%[57.1 µM]	2%&3%	-4%&-23%
- CCOC(=O)c1[nH]nc(-c2cc(CC)c(O)cc2O)c1-c1cscn1
 : -6%	-7%	9%
- Cc1cc(C)cc(NC(=O)c2sc3nc(-c4ccccc4)cn3c2C)c1
 : 0%	/	-18%
- Fc1ccc(NC(=S)NCc2cccs2)cc1
 : -3%	13%	-5%
- COc1ccc(OCCNC(=O)Nc2cc(F)c(F)cc2Cl)cc1
 : 0%	5%	-4%
- COc1ccc2[nH]c(=O)c(-c3nnn(-c4ccccc4)n3)cc2c1
 : 3%	13%	-6%
- O=C(c1ccc(Br)cc1)N1CCCC1
 : -1%	-14%	/
- CCOC(=O)C(Cc1c[nH]c2ccccc12)NC(=O)CNC(C)=O (stereo not given)
 : 4%	-3%	-1%
- CC(C)CC(=O)Nc1ccc(Cc2ccncc2)cc1
 : 14%	-3%	2%
- CCOC(=O)CC1C(C(=O)OCC)ON2OC(C(=O)OC)C(C(=O)OCC)C12 (stereo not given)
 : 5%	22%	-1%
- COC(=O)[C@H](Cc1ccccc1)NC(=O)N(C)Cc1ccccc1
 : 3%	-3%	3%
- CCCCCC(=O)Nc1cc(S(=O)(=O)N2CCOCC2)ccc1N1CCCC1
 : 0%	-2%	-3%
- C(=N\Nc1nc(N2CCOCC2)nc(N2CCOCC2)n1)/c1cccnc1
 : 8%	4%	3%
- O=C(Nc1ccccc1Cc1ccccc1)c1ccccc1F
 : -4%	28%	-10%
- NNc1nc2c(Cl)cccc2s1
 : -24%	-3%	0%
- O=c1[nH]c2ccccc2n1CCCSCCCn1c(=O)[nH]c2ccccc21
 : 4%	/	-14%
- O=C(c1cccc(OC2CCN(Cc3cc(F)cc(F)c3)CC2)c1)N1CCCC1
 : 13%	-18%	-2%

An excerpt from above, limited to N370S GC and FEN1 inhibitor:
structure	N370S GC	FEN1 inhibitor
CC(C)(C)c1ccc(OCC(=O)NN2Cc3ccccc3C2=N)cc1	0%	2%
COc1ccc(Nc2ccncc2[N+](=O)[O-])cc1	10%	3%
COC(=O)c1[nH]c2c(c1C)C(=O)CC(c1cc(OC)c(OC)c(OC)c1)C2 (stereo not given)	3%	-13%
COc1ccc(OC)c(Cc2nnc(CCC(=O)NCc3nc4ccccc4s3)o2)c1	11%	5%
CCOC(=O)C(Cc1c[nH]c2ccccc12)NC(=O)CNC(C)=O (stereo not given)	-3%	4%

Other structures follow.
Each structure is followed by: FEN1 inhibitor	N370S GC	GCN5L2 inh
- COc1ccc(NC(=O)c2cccc(N3C(=O)C4C5C=CC(C6CC56)C4C3=O)c2)cc1 (stereo not given)
 : -14%	-13%	?
- CC(=O)c1cccc(NC(=O)c2ccc(Cl)c(S(=O)(=O)N3CCOCC3)c2)c1
 : -21%	/	-4%
- CCCCNC(=O)c1cc2cc(CC)ccc2[nH]1
 : 13%	-13%	-12%
- COCc1cc(C)nc2sc(C(=O)OC)c(N)c12
 : 1%	-14%	-11%
- CCOC(=O)N1C(=O)c2cc(OC)ccc2S1(=O)=O
 : -10%	14%	-4%
- COc1cccc(COC(=O)c2ccc(-c3nnn(Cc4ccccc4)n3)cc2)c1
 : 9%	/	17%
- O=C(C1CCCN(S(=O)(=O)c2cccc3nsnc23)C1)N1CCN(c2ccccn2)CC1 (stereo not given)
 : 3%	3%	-16%
- C=CCN1C(=O)C2(NC(=O)c3ccccc3N2)c2ccccc21 (stereo not given)
 : -1%	-4%	20%
- CCc1ccc(C2CC(c3ccccc3)Nc3nc(N)nn32)cc1 (stereo not given)
 : 23%	-6%	0%
- CN1CCN(/N=C/c2nc(-c3ccccc3)n3ccccc23)CC1
 : -12%	-7%	-1%
- CCc1ccc(Sc2cc(C(=O)NCc3cccc(OC)c3)c3ccccc3n2)cc1
 : 10%	/	-6%
- Nc1ncnc2nc(N3CCN(C(=O)c4ccccc4)CC3)[nH]c12
 : -3%	2%	-4%
- COc1ccc(/C=C(\C#N)C(=O)C(C)(C)n2cncn2)cc1
 : 4%	5%	-15%
- COc1ccc(C(=O)CSc2nnc(-c3cc(C)on3)o2)cc1
 : -10%	18%	-7%
- O=C(Cn1[nH]c(=O)c2ccccc2c1=O)NNC(=O)c1ccccc1
 : 2%	1%	-6%
- O=C(CCC(=O)N1CCOc2ccccc21)Nc1cc(F)ccc1F
 : -7%	2%	-3%
- CNC(=O)c1[nH]nc2c1CCc1ccccc1-2
 : 13%	2%	16%
- CCN(CC)C(=O)c1cn(CCC#N)nc1-c1ccc2ccccc2c1
 : 1%	3%	-3%
- Cc1ccc(C)c(NC(=O)N2CCc3cc(S(=O)(=O)N4CCC(C)CC4)ccc32)c1
 : -1%	/	4%
- Cn1cc([C@@H]2C[C@H]3CN(C4CCCC4)C(=O)[C@]34CCCN24)c(-c2ccccc2)n1
 : -12%	16%	-21%
- COc1cccc2c(=O)n(CC(=O)N3CCC(C)CC3)ccc12
 : -7%	-10%	3%
- Cc1cc(F)ccc1S(=O)(=O)Nc1ccccc1C(=O)Nc1ccccc1N1CCOCC1
 : -1%	/	-7%
- CC(=O)c1ccc(NC(=O)Nc2sc(NS(=O)(=O)c3ccccc3)nc2C)cc1
 : 1%	5%	-8%
- COCCn1nnnc1C1(N(Cc2cc3cc(C)ccc3[nH]c2=O)CC2CCCO2)CCN(C)CC1 (stereo not given)
 : -1%	-8%	0%
- Cc1nc2nc(C)c(CCC(=O)NC3CCCCC3)c(C)n2n1
 : -3%	4%	-2%
- Cc1cc(C)n(CCO)c(=O)n1
 : 3%	2%	-15%

These rows are one share of the data, so the mix of outcomes need not match the whole.
